TEAD-YAP inh – TEAD-YAP interaction inhibition, primary screen, TEAD-YAP interaction inhibitor project, luminescence, HEK-TIYL cells; inhibition, % at 9.12 µM; AID 1259422, 2018; TEAD-Gal4/YAP UAS-luciferase luminescence; 640,000 compounds, 1.4% hits; in the data active means inhibition above about 32%;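 further: 0% = median of test compound wells and 100% = reference inhibitor wells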
MITF inh – MITF inhibitors, primary screen, biochemical, AlphaScreen, human | AlphaScreen MITF homodimerization, bead proximity signal | inhibition, % at 2.6 µM | Microphthalmia-associated transcription factor (Homo sapiens), O75030 | 650,000 compounds, 0.91% hits; in the data active means inhibition above about 50%;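 further: 0% = vehicle wells with protein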
Target sequence (O75030 whole entry, looked up): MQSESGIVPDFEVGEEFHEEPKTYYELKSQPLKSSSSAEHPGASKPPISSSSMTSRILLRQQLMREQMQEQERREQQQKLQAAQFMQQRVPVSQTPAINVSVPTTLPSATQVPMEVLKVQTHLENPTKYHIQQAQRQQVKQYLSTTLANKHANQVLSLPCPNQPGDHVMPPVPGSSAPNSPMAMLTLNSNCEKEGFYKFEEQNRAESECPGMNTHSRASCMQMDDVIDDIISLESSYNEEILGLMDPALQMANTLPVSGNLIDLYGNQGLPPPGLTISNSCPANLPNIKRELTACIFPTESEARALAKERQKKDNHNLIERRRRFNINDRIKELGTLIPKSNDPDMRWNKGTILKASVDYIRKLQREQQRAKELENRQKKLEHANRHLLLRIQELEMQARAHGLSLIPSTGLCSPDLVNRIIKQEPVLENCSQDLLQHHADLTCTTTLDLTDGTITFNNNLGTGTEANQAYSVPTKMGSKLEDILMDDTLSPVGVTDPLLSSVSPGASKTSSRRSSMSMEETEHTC
FBW7 act – FBW7 E3 ligase activators, primary screen, biochemical, AlphaScreen, human | F-box/WD repeat-containing protein 7 (Homo sapiens), Q969H0 | 650,000 compounds, 0.13% hits | normalized activity (activation), % at 26.1 µM | AID 1259310, 2017 | AlphaScreen FBW7–phospho-cyclin E peptide binding, activator screen; in the data active means normalized activity above about 1.9%;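 further: purified mutant Fbw7 with reduced substrate affinity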
GPR151 ag – activators of human GPR151, primary screen, cell-based, PathHunter beta-arrestin, luminescence | PathHunter beta-arrestin GPR151 cells | 650,000 compounds, 1% hits | activation, % at 11.2 µM | AID 1508602, 2020; in the data active means activation above about 4.9%;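 further: 0% = median of compound wells and 100% = cells with positive control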
Target sequence (Q8TDV0 whole entry, looked up): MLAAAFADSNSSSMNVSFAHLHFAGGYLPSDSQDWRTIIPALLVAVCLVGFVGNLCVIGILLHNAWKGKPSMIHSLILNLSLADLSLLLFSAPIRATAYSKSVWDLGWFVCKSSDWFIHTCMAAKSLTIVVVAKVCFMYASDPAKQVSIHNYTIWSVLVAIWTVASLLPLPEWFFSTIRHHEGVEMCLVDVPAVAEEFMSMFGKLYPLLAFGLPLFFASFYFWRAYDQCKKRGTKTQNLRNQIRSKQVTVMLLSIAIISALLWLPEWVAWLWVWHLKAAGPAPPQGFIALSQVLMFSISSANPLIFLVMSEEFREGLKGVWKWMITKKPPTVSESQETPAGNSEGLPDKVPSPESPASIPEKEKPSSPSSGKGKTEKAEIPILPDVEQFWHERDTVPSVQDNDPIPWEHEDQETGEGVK
* marks the source's active call; other numbers are inactive results; / = no result given.

smiles,TEAD-YAP inh,FBW7 act,MITF inh,GPR151 ag
Cc1cc(-c2nc3ncccc3o2)ccc1NC(=O)C(Cl)(Cl)Cl,-14.9,0.1,-2.1,-2.4
CCCOC(=O)C1=C(C)N(C)C(=O)NC1c1cc2c(cc1[N+](=O)[O-])OCO2 (stereo not given),0.2,-0.1,-0.8,1.9
Cc1ccc2c(c1)-c1onc(C(=O)Nc3cccc(C)n3)c1CO2,9.3,0.0,4.2,1.0
Cc1ccc(NC(=O)CSc2nc3ccccc3c(=O)n2CCCC(=O)N2CCCC2)cc1Cl,7.0,0.0,-6.3,-0.9
CC1CCN(CCCNC(=O)CNC(=O)Cn2cnc3sc4c(c3c2=O)CCCC4)CC1,-0.3,-0.2,1.4,-1.2
CC(C)CCNC(=O)CCC(=O)NNc1nc2ccccc2c2nc(-c3ccccc3)nn12,-1.7,0.6,13.8,-1.2
Cc1cnc(-c2ccccc2)nc1NCCc1ccc(O)cc1,-0.6,-0.1,10.6,-0.3
CCOc1ccc(C(=O)Nc2c3c(nn2-c2ccc(F)cc2)CS(=O)C3)cc1OCC (stereo not given),-1.4,0.0,4.4,-0.4
CCN1C(=O)CN(c2ccccc2)C1=S,8.6,0.1,7.0,1.3
O=C1NC(=S)S/C1=C\c1ccccc1OS(=O)(=O)c1ccc([N+](=O)[O-])cc1,-1.7,0.0,9.3,-0.3
CC1CN(Cc2cc(=O)oc3ccc(O)cc23)CC(C)O1 (stereo not given),3.2,0.1,16.1,-2.0
CCOC(=O)c1c(NC(=O)C(C)Sc2nnc(CNC(=O)c3ccc(OC)c(OC)c3)n2-c2cccc(C)c2C)sc2c1CCC2 (stereo not given),2.6,-0.1,-10.6,0.6
CCc1ccc(OCCCNS(=O)(=O)c2ccc(C3CNC(=O)C3)cc2)cc1 (stereo not given),24.7,0.2,7.6,0.2
CCn1c(=O)c2sccc2n2c(CCCC(=O)Nc3cccc(C)c3)nnc12,12.9,0.1,8.3,-2.1
C=CCN(c1ccccc1)S(=O)(=O)c1ccc2[nH]cc(C(=O)NCc3cccnc3)c(=O)c2c1,2.5,0.1,11.4,0.0
O=C(Cc1ccccc1[N+](=O)[O-])Nc1cccc(I)c1,-6.7,0.0,-21.9,-0.5
CCCOC(=O)C1=C(C)N(CC)C(=O)NC1c1ccc(Br)cc1 (stereo not given),12.9,0.7,13.8,-2.7
C/C(=N\NC(=O)c1ccccc1)c1nc2ccccc2n1C,0.1,-0.1,-1.2,-0.3
Cc1cc(C)c(CN2CCCC(N3CCOCC3)C2)c(-n2cccn2)c1 (stereo not given),4.5,0.1,-0.7,-0.7
O=C(CN1CCC(N2CCCCC2)CC1)N1CCCc2ccccc21,-6.9,-0.1,-1.2,0.7
O=C(NC1CC1)c1ccc(-c2nc3ncnc(NCCO)c3[nH]2)cc1,1.5,-0.2,7.8,-1.6
CC1CCCCN1C(=O)CN1C(=O)[C@H]2CCCN2C(=O)c2ccccc21 (stereo not given in full),-1.1,-0.1,1.8,0.7
COc1ccc(N2CCN(CCCn3c(NN)nc4ccsc4c3=O)CC2)cc1,6.8,-0.1,4.4,-0.2
NNc1nc(Nc2cccc3ccccc23)nc(N2CCOCC2)n1,-14.9,-0.3,0.6,0.3
CC(=O)Oc1ccc(C(=O)O)cc1,-4.9,0.0,0.8,0.2

3 compounds picked at random from those above, as already listed:
smiles,TEAD-YAP inh,FBW7 act,MITF inh,GPR151 ag
O=C(CN1CCC(N2CCCCC2)CC1)N1CCCc2ccccc21,-6.9,-0.1,-1.2,0.7
COc1ccc(N2CCN(CCCn3c(NN)nc4ccsc4c3=O)CC2)cc1,6.8,-0.1,4.4,-0.2
C=CCN(c1ccccc1)S(=O)(=O)c1ccc2[nH]cc(C(=O)NCc3cccnc3)c(=O)c2c1,2.5,0.1,11.4,0.0

(next part)
smiles,TEAD-YAP inh,FBW7 act,MITF inh,GPR151 ag
O=C(CSc1ccccn1)N/N=C/c1ccccc1O,-8.5,0.1,12.8,0.4
Cc1cccc(NC(=S)NC(=O)c2oc3ccccc3c2C)n1,-26.4,0.3,8.0,-1.9
COc1ccc(NC(=O)Nc2ccccc2F)cc1,-24.7,0.2,-2.6,-5.9
O=C1N(C2Cc3ccccc3C2)C[C@@H]2C[C@@H](c3cccc4cnccc34)N3CCC[C@@]123,-9.3,-0.1,7.7,-1.2
O=C(CSc1nc2ccccc2c2nc(-c3ccccc3)nn12)c1ccc(Cl)cc1,11.9,0.8,23.9,0.0
O=S(=O)(c1cccc2cccnc12)N1CCN(C2CCCCC2)CC1,5.4,0.1,-3.1,0.0
CC1=[N+](C)c2ccc(-c3ccccc3)cc2C1(C)C,9.0,-0.2,7.5,1.8
CCOC(=O)CSc1nc(N)c(C(=O)Nc2nccs2)s1,-17.1,0.0,20.9,-1.1
CCc1ccc(C(=O)CN2C(=O)CNC2=O)cc1,-5.6,0.3,16.1,-0.9
O=C(CCc1n[nH]c(=S)[nH]c1=O)NCCc1ccc(Cl)cc1Cl,3.4,0.5,11.2,-2.8
COC(=O)c1cc2sccc2n1CC(=O)c1ccccc1,5.9,0.1,13.3,3.0
O=C1CCC(NC(=O)c2ccc(Cl)cc2)C(=O)N1 (stereo not given),7.0,0.2,-2.0,-0.8
COc1ccccc1NC(=O)C1=C(C)NC(=S)NC1c1cc(OC)c(OC)c(OC)c1 (stereo not given),4.2,1.0,12.9,1.9
COc1cc(/C=C2\N=C(c3ccccc3)OC2=O)cc(OC)c1OC,5.9,0.0,-0.5,-0.6
O=S(=O)(Nc1ncccn1)c1ccc(NC(=S)NCC2CCCO2)cc1 (stereo not given),-3.2,-0.2,-12.3,-0.6
COc1cc(/C=C2\C(=O)N=C(N)N2C)ccc1OCc1ccc([N+](=O)[O-])cc1,0.3,0.2,1.4,1.4
Nc1nc(SCC(=O)Nc2ccc(Cl)cc2Cl)n[nH]1,3.0,0.0,0.9,1.4
CCCNC(=O)COc1coc(CN2CCN(c3cccc(Cl)c3)CC2)cc1=O,-0.7,0.0,-22.9,-1.1
O=C(N/C(=C\c1cccc(F)c1)C(=O)N1CC2CC(C1)c1cccc(=O)n1C2)c1ccco1 (stereo not given),-3.9,-0.1,2.9,2.4
CCCN(CCC)S(=O)(=O)c1ccc(NC(=O)c2cccc(C)c2)cc1,7.3,0.0,-9.7,1.4
CCOC(=O)c1c(NC(=O)C(C)Sc2nnc(CNC(=O)c3ccccc3C(F)(F)F)n2C)sc2c1CCC2 (stereo not given),2.8,0.1,1.0,-1.0
Cc1cc(Cl)ccc1OCCCC(=O)NCCN1CCOCC1,7.3,-0.1,6.7,-0.3
COc1cc(-c2nc(N3CCCCC3C)c3ccccc3n2)cc(OC)c1OC (stereo not given),7.7,-0.1,8.8,-0.4
Cc1cc2ncn(C(=O)c3ccc4c(c3)OCO4)c2cc1C,-10.9,-0.2,5.7,0.1
CN(Cc1ccccc1)C(=O)c1ccc(CNc2c(N3CCCCC3)c(=O)c2=O)cc1,1.1,0.0,-13.6,-0.9

Continuation:
smiles,TEAD-YAP inh,FBW7 act,MITF inh,GPR151 ag
Cc1nc(SCC(=O)O)[nH]c(=O)c1Cc1ccccc1,-3.8,0.1,-15.4,-1.1
CCOc1cc(S(=O)(=O)N2CCN(Cc3ccc4c(c3)OCO4)CC2)ccc1Cl,9.2,-0.1,9.9,-0.3
CCOC(=O)c1sc(NC(=O)C(C)Sc2nnc(CNC(=O)c3cccc(C)c3)n2-c2ccc(F)cc2)c(C(=O)OCC)c1C (stereo not given),12.8,0.3,14.1,-0.3
Cc1cc(/N=C/N(C)C)n(-c2nc3ccccc3s2)n1,-10.0,-0.2,-8.3,0.2
Cc1ccccc1NC(=O)c1ccc(F)c(S(=O)(=O)N2CCCCCC2)c1,-6.1,0.0,7.5,0.5
Cc1c(C)n2c3c(cc([N+](=O)[O-])cc13)CCC2,3.1,-0.1,-7.6,-1.0
Cc1ccc(/C(O)=C2\C(=O)C(=O)N(c3nncs3)C2c2ccccc2Cl)cc1 (stereo not given),9.4,0.0,19.7,-1.2
COc1ccc(CNC(=O)c2cc3cc4ccc(OC)cc4nc3o2)c(OC)c1,-3.9,0.0,0.1,0.2
COC(=O)c1sc(NC(=O)CSc2nc3cccnc3n2C2CCCCC2)nc1C,-1.9,0.0,13.7,0.4
CC(=O)Oc1ccc(C(=O)N(C(=O)c2ccc(OC(C)=O)cc2)c2cc(C)ccn2)cc1,47.4*,0.0,1.7,-8.6
C=CCNC(=O)c1ccc2c(c1)NC(=O)C(CSCc1ccccc1Cl)N2 (stereo not given),7.5,0.2,10.0,-0.6
Cc1nn2c(=O)/c(=C/c3cccc(Oc4ccccc4)c3)sc2nc1=O,-3.3,0.0,-7.5,-1.7
COc1ccc(COC(=O)N/N=C(C)/C(C)=N\O)cc1,9.2,0.0,7.3,1.1
CN1CCN(C(=O)CCn2nc(-c3ccccc3)c3ccccc3c2=O)CC1,4.1,1.3,4.2,1.0
Cc1cc(N2CCCC2)ccc1/C=C1\NC(=O)N(CC(=O)Nc2ccccc2C)C1=O,-6.0,0.1,-0.7,0.3
COc1ccc(-c2cccc(C(=O)NCc3cccnc3)n2)cn1,3.5,-0.1,-0.7,-1.1
CCN1C(=O)N[C@@H](c2ccco2)C(C(=O)OC)=C1C,/,-0.1,-1.9,-0.1
COC(=O)c1ccc(C(=O)OC)c(NC(=O)CN2C(=O)NC3(CCC(C)CC3)C2=O)c1 (stereo not given),-1.1,-0.2,-2.7,1.8
Cc1cccc(NC(=O)C2C(=O)CN(c3ccccc3)C2=O)c1 (stereo not given),-45.4,0.1,5.2,1.1
COC(=O)NCCc1nc2ccccc2n1Cc1c(F)cccc1Cl,9.3,-0.1,4.7,0.8
CCOc1cc(C2Nc3ccccc3NC3=C2C(=O)CCC3)ccc1O (stereo not given),-10.1,-0.1,6.2,0.4
CCCCC(CC)C(=O)Nc1nc2ccc(S(C)(=O)=O)cc2s1 (stereo not given),15.4,0.1,6.1,2.0
COc1cccc(C2C(C(=O)Nc3cccc(C)n3)=C(C)NC3=C2C(=O)CCC3)c1 (stereo not given),-1.6,0.4,-15.4,-0.8
COC(=O)C1=C(C)N(c2ccc(F)cc2)C(=O)/C1=C\c1ccc([N+](=O)[O-])cc1,-1.5,-0.2,-1.9,0.0
COc1cccc2sc(NC(=O)c3ccc(C(=O)c4ccccc4)cc3)nc12,5.9,0.2,12.1,-0.8

(cont.)
smiles,TEAD-YAP inh,FBW7 act,MITF inh,GPR151 ag
CN1C(=O)c2ccc(NC(=O)CN3C(=O)c4ccccc4C3=O)cc2C1=O,-7.8,-0.1,-8.5,0.0
Cc1ccc(OC(=O)/C(=C/c2nc3ccccc3n2Cc2ccccc2Br)c2ccc(C)cc2)cc1,-4.0,-0.1,-6.0,-0.6
O=C(NCC1Cc2cccc(-c3cncnc3)c2O1)c1cc(F)c(F)cc1F (stereo not given),-6.2,-0.1,-6.9,-0.6
COc1cccc(CN2CCC(=O)N(Cc3ccc(Cl)nc3)CC2)c1,12.4,0.5,12.5,-2.0
CN1C(=O)c2cccc(NC(=O)c3ccccc3)c2C1=O,9.1,0.1,10.2,3.0
COC(=O)C1=C(N)N(c2ccc(Br)cc2)C2=C(C(=O)CCC2)C1c1ccc(OC)c(OC)c1 (stereo not given),8.3,-0.1,12.7,-0.1
CN(Cc1cc(-c2ccccc2)on1)Cc1nc(N)c2ccc(Cl)cc2n1,9.1,0.0,3.0,0.3
O=Cc1cn(CC(=O)Nc2ccc(S(=O)(=O)N3CCCCCC3)cc2)c2ccccc12,18.7,0.4,-10.1,-0.9
CCc1nnc(/N=C/c2cc(-c3ccccc3)oc2O)s1,-9.5,-0.1,12.2,-0.1
COc1ccc(NC(=O)c2sc(=S)n(-c3ccc(Cl)c(C)c3)c2N)cc1,3.1,0.1,9.4,3.3
CCN(CC)c1cc(Nc2ccc(SC#N)cc2)c([N+](=O)[O-])c2nonc12,3.5,-0.1,-10.8,-1.8
COc1ccc(CNCc2cccc(F)c2)c(OC)c1,-4.8,-0.1,17.1,0.8
CCCCOc1ccc(C2=N/C(=C\c3ccc(N(C)C)cc3)C(=O)N2c2ccc(CCCC)cc2)cc1,9.7,0.1,8.8,0.0
COc1ccc(NC(=O)C2=C(C)NC(=O)NC2c2ccc(N(C)C)cc2)c(OC)c1 (stereo not given),7.7,0.2,13.6,0.7
CCOC(=O)C1=C(C)NC2=C(C(=O)C(C(=O)OCC)C(c3ccc(OC)cc3)C2)C1c1cccc([N+](=O)[O-])c1 (stereo not given),12.5,0.4,13.4,-1.5
CNC(=O)COC(=O)c1cc(-c2cccs2)nc2c1c(C)nn2-c1ccccc1,-0.2,-0.1,-0.9,-2.0
Brc1ccc(-c2cn3ccccc3n2)s1,-33.5,0.7,0.8,-4.7
CN1CCN(CCOc2ccc(C=O)cc2)CC1,-43.8,-0.4,74.2*,-0.9
Nc1nnc(SCC(=O)OCC(=O)Nc2cccc(Cl)c2Cl)s1,-1.0,-0.1,-0.2,-0.7
COc1ccc(NC(=O)COC(=O)c2ccc(O)cc2)c([N+](=O)[O-])c1,-5.9,0.4,22.9,-2.8

Source: PubChem
